# PLK1 inh – inhibitors of human PLK1 kinase; P53350; recombinant PLK1 kinase, TR-FRET peptide phosphorylation; inhibition, % at 10 µM; hit rate 0.53% among 97,000; AID 619;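 active = inhibition of 50% or more in the single-concentration screen; inactive = inhibition below 50%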;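 also: 0% = DMSO max control and 100% = H-89 dihydrochloride min control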
# PTK2B oligo ant – antagonists of human Pyk2 oligomerization; Q14289; Q293 cells, Pyk2 FERM NanoBiT luminescence; hits give low values; z-score (the deposit names both 25 µM and 10 µM); hit rate 0.83% among 99,000; AID 1347419;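 active = Z-score of -3 or lower, scaled per plate to the spread of control and sample wells; inactive = z-score above -3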;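 also: negative z-score means lost luminescence so less FERM oligomerization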
# Target sequence (Q14289 whole entry, looked up): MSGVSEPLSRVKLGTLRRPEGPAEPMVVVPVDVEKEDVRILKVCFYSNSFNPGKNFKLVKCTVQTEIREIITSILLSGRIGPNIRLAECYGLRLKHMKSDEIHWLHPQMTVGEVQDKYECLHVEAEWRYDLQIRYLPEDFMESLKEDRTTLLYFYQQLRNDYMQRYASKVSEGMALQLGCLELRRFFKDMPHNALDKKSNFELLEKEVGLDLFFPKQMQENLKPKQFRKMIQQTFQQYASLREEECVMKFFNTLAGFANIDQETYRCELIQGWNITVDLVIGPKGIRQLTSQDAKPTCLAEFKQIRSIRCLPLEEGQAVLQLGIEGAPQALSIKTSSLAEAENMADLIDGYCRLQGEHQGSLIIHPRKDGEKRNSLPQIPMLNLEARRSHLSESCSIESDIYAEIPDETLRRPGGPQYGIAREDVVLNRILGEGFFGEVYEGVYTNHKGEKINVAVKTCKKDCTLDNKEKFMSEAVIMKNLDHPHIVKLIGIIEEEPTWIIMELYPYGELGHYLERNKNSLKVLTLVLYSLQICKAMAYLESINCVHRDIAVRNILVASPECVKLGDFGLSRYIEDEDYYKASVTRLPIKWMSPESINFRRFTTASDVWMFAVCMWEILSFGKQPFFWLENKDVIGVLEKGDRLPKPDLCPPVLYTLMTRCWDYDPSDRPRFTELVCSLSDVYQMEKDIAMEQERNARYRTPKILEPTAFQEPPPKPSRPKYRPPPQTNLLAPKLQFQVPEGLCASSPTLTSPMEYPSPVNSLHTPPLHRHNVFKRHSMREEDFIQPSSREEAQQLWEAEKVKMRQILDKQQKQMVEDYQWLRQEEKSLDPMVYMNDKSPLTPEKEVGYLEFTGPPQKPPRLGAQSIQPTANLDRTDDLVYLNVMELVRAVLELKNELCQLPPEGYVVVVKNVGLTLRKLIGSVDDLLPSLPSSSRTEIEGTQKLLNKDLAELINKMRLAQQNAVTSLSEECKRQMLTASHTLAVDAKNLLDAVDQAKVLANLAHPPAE
# * hit, by the source's call; / = no result given. This is a subset, so the mix of outcomes need not match the whole.
PLK1 inh	PTK2B oligo ant	Structure
8	/	C=CCNC(=S)N/N=C/c1ccc(OCc2ccccc2)cc1
0	/	CCOc1ccccc1N1CCN(c2nc3ccccc3nc2C(C#N)C(=O)OC(C)C)CC1 (configuration not stated)
-8	/	C/C(=N\Nc1nc(-c2ccc(C)cc2)nc2ccccc12)c1ccc([N+](=O)[O-])cc1
-3	/	CCOC(=O)c1c(-c2ccc(C)cc2)csc1NC(=O)c1cc2ccccc2oc1=O
-13	/	O=C(NN=C1c2ccccc2-c2ccccc21)c1ccccc1
-10	/	Cc1cc(C=O)c(C)n1-c1ccc(NC2CCCC2)c([N+](=O)[O-])c1
-6	/	CCOc1ccc(N2CCCn3c2nc2c3c(=O)n(CCc3ccccc3)c(=O)n2C)cc1
8	/	O=C(N/N=C1\CCCc2c1[nH]c1ccc(Cl)cc21)c1ccncc1
-6	/	CCn1cc(C(=O)Nn2cnnc2)c(=O)c2ccc(C)nc21
/	0.85	CCOC(=O)C1CCN(C(=O)CSCc2nc(-c3ccc(OCC)cc3)oc2C)CC1
/	-0.01	O=C(CN(c1cccc(C(F)(F)F)c1)S(=O)(=O)c1ccccc1)N1CCOCC1
/	-0.4	CCC1(c2ccc(Cl)cc2)NC(=S)N(c2ccc(C)cc2)N1 (configuration not stated)
/	-0.91	CCOC(=O)c1ccccc1NS(=O)(=O)c1ccc(S(=O)(=O)N2CCCC2)cc1
/	0.14	O=C(CN1CCOCC1)Nc1ccc(NC(=O)CN2CCOCC2)c(Cl)c1
/	-0.38	CCc1nnc(NC(=O)CSc2nnc3c4ccccc4n(C)c3n2)s1
/	0.05	Cc1cc(C)nc(SCC(=O)N/N=C/c2cc(C)n(-c3ccccc3C)c2C)n1
/	1	COc1ccccc1N1C(=O)CC(Sc2nc(C)cc(C)n2)C1=O (configuration not stated)
/	0.8	C=CCNC(=O)/C(C#N)=C/c1cn(-c2ccccc2)nc1-c1cccs1
/	1.2	CC1CN(S(=O)(=O)Cc2ccccc2)CC(C)O1 (configuration not stated)
/	1.7	CCCn1cnc2c(cnn2-c2ccc(F)cc2)c1=O
/	-1.8	Cn1c(C(=O)NCc2cccnc2)cc2sc(Cl)cc21
/	-0.2	CCOC(=O)c1ccccc1NC(=O)COC(=O)c1ccc(C)c(S(=O)(=O)N2CCOCC2)c1
/	1.8	Cc1ccc(N2CCN(/N=C/C=C/c3ccccc3)CC2)cc1
/	-0.45	C=CCN1C(=O)/C(=C/c2cccs2)S/C1=N\S(=O)(=O)c1ccc(F)cc1

# At a glance, part of the list above:
PLK1 inh	PTK2B oligo ant	Structure
8	/	C=CCNC(=S)N/N=C/c1ccc(OCc2ccccc2)cc1
0	/	CCOc1ccccc1N1CCN(c2nc3ccccc3nc2C(C#N)C(=O)OC(C)C)CC1 (configuration not stated)
-8	/	C/C(=N\Nc1nc(-c2ccc(C)cc2)nc2ccccc12)c1ccc([N+](=O)[O-])cc1
-3	/	CCOC(=O)c1c(-c2ccc(C)cc2)csc1NC(=O)c1cc2ccccc2oc1=O
-13	/	O=C(NN=C1c2ccccc2-c2ccccc21)c1ccccc1
-10	/	Cc1cc(C=O)c(C)n1-c1ccc(NC2CCCC2)c([N+](=O)[O-])c1

# (listing goes on)
PLK1 inh	PTK2B oligo ant	Structure
/	-0.17	Cc1cccc(NS(=O)(=O)c2ccc(NC(=O)CN(c3cc([N+](=O)[O-])ccc3C)S(C)(=O)=O)cc2)c1
/	0.82	COc1cccc(NS(=O)(=O)c2ccc(OC)c(OC)c2)c1
/	-2	CCOC(=O)CNc1nc(C(C)(C)C)nc2c1nnn2Cc1ccccc1Cl
/	-0.3	c1ccc2c(c1)nc1n2C2(N3CCOCC3)CCCC2C1N1CCOCC1 (configuration not stated)
/	1	COc1ccc2c(CC(=O)OCC(=O)N3CCc4ccccc43)coc2c1
/	0.2	CCOC(=O)c1c(NC(NC(=O)C(C)C)C(Cl)(Cl)Cl)sc2c1CCC2 (configuration not stated)
/	0.49	CCC(C)[C@H](NC(=O)NC(C)C)C(=O)O (some centres not stated)
/	0.2	COc1cc(C(=O)NCCC(=O)NCCN2CCCCCC2)cc(OC)c1OC
/	0.67	O=C(NCCC1=CCCCC1)C(=O)NCC(c1ccco1)N1CCN(c2ccc(F)cc2)CC1 (configuration not stated)
/	-0.26	Cc1ccc(S(=O)(=O)N(CC(=O)NCc2ccncc2)C2CCCCC2)cc1
/	-0.55	COc1cc(NC(=O)CN2CCN(c3ccccc3F)CC2)cc(OC)c1
/	0.74	CCCCCSc1nc(C)c(CC(=O)O)c(=O)[nH]1
/	0.91	COc1ccc(Cc2nnc(SCC(=O)NCCc3ccccc3)o2)cc1
/	-0.66	CCN(CC)S(=O)(=O)c1cccc(C(=O)Nc2cc3oc4ccccc4c3cc2OC)c1
/	-0.24	Fc1cccc(CN2CCCCCCC2)c1
/	0.9	CCOCCCNS(=O)(=O)c1cc(Br)cc2c1N(C(=O)C1CC1)CC2
/	0.58	c1ccc2nc3[nH]cnc3nc2c1
/	-1.4	O=C(NCc1ccc2c(c1)OCO2)c1ccc(Cl)c(S(=O)(=O)NCc2ccccc2)c1
/	0.1	Cn1/c(=N/NC(=O)c2cccc(OC(F)F)c2)sc2ccccc21
/	-0.47	CCCC1C(C#N)=C(N)Oc2n[nH]c(C(C)(C)C)c21 (configuration not stated)
/	1.5	Cc1cc(F)ccc1S(=O)(=O)Nc1ccccc1C(=O)Nc1ccc2[nH]c(=O)[nH]c2c1
/	1.8	CCOC(=O)c1c(C)[nH]c(C(=O)CSc2nnc(CC(C)c3ccccc3)o2)c1C (configuration not stated)
/	0.24	COc1ccc(N(C)S(=O)(=O)c2ccc3c(c2)oc(=O)n3C)cc1
/	-0.09	CCOC(=O)C1CCN(C(=O)CN2C(=O)C(CC)Oc3ccccc32)CC1 (configuration not stated)
/	0.73	O=C(CN1CCC(NC(=O)Nc2ccccc2-c2ccccc2)CC1)NCc1ccco1
/	0.76	COc1ccc(C2(C(=O)N3CCCC3)CCOCC2)cc1OC
/	-0.54	CN1CCN(c2ccc(Cl)cc2NC(=O)c2ccc(S(=O)(=O)N3CCCCCC3)cc2)CC1
/	0.1	CCn1cc2c(c1-c1cccc(C)c1)c(=O)n(C)c(=O)n2C
/	0.61	CC(Oc1ccc(Cl)cc1Cl)C(=O)NCCCN(C)C (configuration not stated)
/	0.86	C/C(=N\NC(=O)C(=O)Nc1cc(Cl)ccc1Cl)c1ccncc1
/	-0.58	CCN(CC(=O)NCc1ccc(F)cc1)C(=O)COc1ccc2ccccc2c1
/	0.92	CCOc1ccc2nc(NCCNC(=O)C(C)C)c(C)cc2c1
/	0.92	CC1CC(C(F)(F)F)n2ncc(C(=O)O)c2N1 (configuration not stated)
/	1.9	O=C(Cc1cccs1)Nc1nnc(-c2ccncc2)s1
/	-0.12	CCOC(=O)N1CCC(NC(=O)CN2C(=O)C(CC)Oc3ccc(C)cc32)CC1 (configuration not stated)
/	0.94	O=C(NNS(=O)(=O)c1ccccc1)c1ccc(O)cc1
/	0.49	c1ccc(CCn2nnnc2C(c2cccs2)N2CCOCC2)cc1 (configuration not stated)
/	0.6	O=C1N(c2cccc3ccccc23)C(c2ccccc2)N2CCCN12 (configuration not stated)
/	-0.19	COC(=O)c1sc2nc(SCc3ccccc3C#N)n(N)c(=O)c2c1C
/	0.62	CC(Sc1nnnn1C)C(=O)Nc1ccccc1-c1ccccc1 (configuration not stated)
/	-0.41	CN1C(=O)NC(c2ccccc2)C2=C1CN(c1cccc(C(F)(F)F)c1)C2=O (configuration not stated)
/	0.15	N#CC1=C(N)Nc2ncnn2C1c1ccc(F)cc1 (configuration not stated)
/	-3.8*	COc1ccccc1C(c1nnnn1Cc1ccccc1)N1CCN(c2nc3ccccc3s2)CC1 (configuration not stated)
/	0.2	COc1ccc(-n2ncc3c(NCc4ccccn4)ncnc32)cc1
/	0.94	CN(c1ccc(C(=O)O)cc1)S(=O)(=O)c1ccccc1
/	0.96	Cc1cc(OCC(=O)N2CCCC2)ccc1Cl
/	-0.07	O=C(CN1C(=O)CCC1=O)Nc1ccc(Br)cc1
/	-0.57	Clc1ccc(Nc2nc(NCCN3CCOCC3)nc(N3CCOCC3)n2)cc1
/	1.4	CCCCC1NC(C(=O)O)CS1 (configuration not stated)
/	0.2	c1ccc(-n2nnnc2Sc2ncnc3sc4c(c23)CCCC4)cc1
/	0.04	Cn1c(=O)[nH]c(=O)c2c1nc(SCCN1CCCCC1)n2CCCc1ccccc1
/	0.96	O=C(Cc1ccccc1)Nc1ccc2oc(-c3ccncc3)nc2c1
/	0.52	CCOC(=O)CNC(=O)CN1C(=O)CCSc2ccccc21
/	-0.11	COc1ccccc1NC(=O)c1cc2ccccc2o/c1=N\O
/	-1.2	CCCSc1nc(N)c2c3c(sc2n1)CN(C)CC3
/	-1.2	COc1cc2[nH]c(=S)n(C3CCCC3)c(=O)c2cc1OC

# Continuation.
PLK1 inh	PTK2B oligo ant	Structure
/	-0.11	O=C(O)COc1c(F)c(F)c(C(F)(F)F)c(F)c1F
/	0.33	CSCCC(NC(=O)c1cccc(S(=O)(=O)N2CCOCC2)c1)C(=O)Nc1cccc(C)c1 (configuration not stated)
/	-0.51	CCN(Cc1ccccc1)S(=O)(=O)c1nc2nc(C)c(C)c(C)n2n1
/	0.81	CCCN1CN(Cc2ccccc2)CNC1=S
/	-0.33	O=C(NCCCO)c1ccc2[nH]c3ccccc3c2c1
/	1.7	Cc1sc2ncnc(N/N=C/c3ccc(O)cc3)c2c1C
/	1.8	COCCCNC(=O)c1c(F)c(F)c(F)c(F)c1F
/	-0.53	NC(CC(=O)O)c1cccc(OCc2ccccc2)c1 (configuration not stated)
/	-0.91	c1ccc2nc(-c3nc4ccccc4[nH]3)ccc2c1
/	0.28	COc1cc(C(=O)Nc2nncs2)cc(OC)c1OC
/	-0.3	Cc1ccc(C=C2C(=O)c3ccccc3C2=O)o1
/	-1.1	CCOC(=O)N/N=C/c1cn(Cc2ccccc2Cl)c2ccccc12
/	0.62	Cc1ccc2c(CSc3nnc4ccccn34)cc(=O)oc2c1C
/	0.42	O=C(Nc1ccccc1)c1ccc(S(=O)(=O)N2CCCC2)cc1
/	1.4	CCOC(=O)C(NC(=O)C1CCCN1C(=O)OCc1ccccc1)C(=O)OCC (configuration not stated)
/	-0.5	O=C(O)CCCC(=O)Nc1c(F)c(F)c(F)c(F)c1F
/	-0.24	O=CNc1ccccc1Oc1ccccc1
/	0.06	O=C1CN2C(=Nc3ccc(Cl)cc3C2c2ccccc2)CN1 (configuration not stated)
/	-3	Cc1ccc(F)c(NC=C2C(=O)OC(C)(C)OC2=O)c1
/	0.31	CC(C)CCn1c(Sc2nc3ccccc3o2)nc2c1c(=O)[nH]c(=O)n2C
/	-1.8	CCN(CC)S(=O)(=O)c1cc(C(=O)Nc2ccc(Cl)cn2)ccc1C
/	-1	O=C(Cn1nc(-c2ccccc2)ccc1=O)Nc1ccc(N2CCN(C(=O)c3ccccc3)CC2)cc1
/	-0.99	O=C(Cc1cccs1)Nn1c(Cc2cccs2)nc2ccccc2c1=O
/	-0.19	O=C(COc1ccc(/C=N/NC(=O)c2ccccc2O)cc1)Nc1ccc([N+](=O)[O-])cc1

# Three of the entries above in order of the PTK2B oligo ant value, rising:
SMILES,PLK1 inh,PTK2B oligo ant
CCN(CC)S(=O)(=O)c1cc(C(=O)Nc2ccc(Cl)cn2)ccc1C,/,-1.8
O=C1CN2C(=Nc3ccc(Cl)cc3C2c2ccccc2)CN1 (configuration not stated),/,0.06
CC(C)CCn1c(Sc2nc3ccccc3o2)nc2c1c(=O)[nH]c(=O)n2C,/,0.31

# Additional records follow:
PLK1 inh	PTK2B oligo ant	Structure
/	1.3	COc1ccc(OCC(=O)N/N=C/c2ccsc2)cc1
/	0.93	O=C(CC1SCCNC1=O)Nc1cccc(Cl)c1 (configuration not stated)
/	0.12	Cc1ccc(C(=O)CN(Cc2ccccc2)C2=NCCS2)cc1
/	0.05	O=C(NNS(=O)(=O)c1ccccc1[N+](=O)[O-])c1cccc([N+](=O)[O-])c1
/	-0.1	CC(=O)N1CCc2cc(S(=O)(=O)NC(C(=O)Nc3nc(C)cs3)C(C)C)ccc21 (configuration not stated)
/	-0.55	O=C(NCc1ccco1)c1cc(-c2ccccn2)nc2ccccc12
/	-0.24	CCn1c(=O)c(C(=O)CN2CCCc3ccccc32)c(N)n(Cc2ccccc2)c1=O
/	1.3	COC(=O)C1C(C(C)C)N(c2ccccc2)OC1(C)O (configuration not stated)
/	-0.1	N#Cc1cc(Br)ccc1N=C1CCCN1c1ccccc1
/	-0.11	CCOc1nc(-c2ccc(OC)cc2)ccc1-c1noc(-c2ccncc2)n1
/	-0.27	O=C(c1ccccc1C(=O)N1CCN(c2ccccc2F)CC1)N1CCN(c2ccccc2F)CC1
/	0.66	Cc1ncc(CC(=O)n2cc(C(=O)c3cc(Cl)ccc3O)cn2)s1
/	0.62	CCCC(=O)C1=C(O)C(C(=O)OC)C(C)(C)CC1=NC (configuration not stated)
/	0.59	Cc1ccccc1-n1c(-c2ccncc2)n[nH]c1=S
/	0.44	COc1ccc(C(O)Cn2c(=N)n(CCCN(C)C)c3ccccc32)cc1 (configuration not stated)
/	-0.91	COC(=O)c1cc2c(cc1NC(=O)CSCCc1ccccn1)OCO2
/	1.1	CCOC(=O)c1ccc(NC(=O)CSCC(=O)OCC(=O)c2ccccc2)cc1
/	-0.6	O=C(CNS(=O)(=O)c1cccc2nsnc12)NCc1ccc(Cl)cc1
/	1.1	COCc1[nH]nc2c1C1(CCC3(CC1)OCCO3)C(C#N)=C(N)O2
/	-1.2	NNC(=O)CNC(c1ccccc1)c1cc(Br)ccc1NC(=O)c1ccc(Br)cc1 (configuration not stated)
/	-0.81	O=S(=O)(Nc1cccc(C(F)(F)F)c1)c1cccnc1
/	1.2	CCN(CC)C(=O)c1cn(CC)c(=O)c2cc(OC)c(OC)cc12
/	1.3	O=C(COc1ccc2c3c(c(=O)oc2c1)CCC3)NC1CCCCC1
/	-0.11	CCCCC(c1nnnn1CCOC)N1CCN(C(=O)c2ccco2)CC1 (configuration not stated)
/	2.2	Cc1nnc(SCSc2nnc(C)s2)s1

# Assay outcomes (PubChem BioAssay)
